# Screening data: PubChem BioAssay, several laboratories
# M1AAP inhibition – P. falciparum M1AAP inhibitors, biochemical, fluorogenic H-Leu-NHMec substrate, 1536-well (AID 1445). recombinant M1AAP, H-Leu-NHMec fluorogenic kinetic assay; higher % means a stronger effect. inhibition, % at 30 µM; hits with a dose series show IC50 in µM. hit rate 0.42% among 220,000;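 active means primary inhibition above the hit cutoff, then over 50% inhibition at one or more dose response concentrations, cut at about 23% in these data, passing the limit was not always enough; inconclusive means conflicting primary data, or primary hits not chosen for dose response; inactive means low primary inhibition, or under 50% at every dose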;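 further: plate controls were DMSO full reaction for no effect and no enzyme background for full effect; strong numbers were not always called active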
# T cell HTS – modulates CD8 T cell binding to vesicles; 2C CD8+ T cell-vesicle binding, flow cytometry; hits give low values; calls only at 7 µM; hit rate 0.068% among 330,000; AID 2052;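 active means response, share of CD8 T cells binding vesicles, and their 90th percentile fluorescence all below set limits, cut at about 80% in these data, passing the limit was not always enough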
#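 System: murine 2C transgenic CD8+ T lymphocytes; also added: QL9-loaded Drosophila micro-vesicles; times: binding 1.5 h at 37 °C; measured by: flow cytometry, PE anti-B7-1 (FL2) versus Alexa647 anti-CD8 (FL8), PFA-fixed; control set: Peptide-free naked vesicles (low) and QL9 vesicles with 0.7% DMSO vehicle (high)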
# P. falciparum M17LAP – P. falciparum M17LAP inhibitors, primary screen, biochemical, fluorogenic H-Leu-NHMec substrate, 1536-well (AID 1619); recombinant M17LAP, H-Leu-NHMec fluorogenic kinetic assay; higher % means a stronger effect; one-dose inhibition, % at 30 µM; IC50 in µM for titrated hits; hit rate 0.38% among 220,000;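 active means compound inhibiting the enzyme by more than half at any dose during confirmatory dose-response retesting; inconclusive means strong single-dose inhibitors picked by rank but not retested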;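 further: plate controls were full reaction with DMSO carrier for no effect and no enzyme background for full effect; strong numbers were not always called active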
# MT stabilizer – microtubule stabilizers in HeLa cells. HeLa tubulin immunostaining HCS, 24 h; share of cells brighter than vehicle mean+2SD. % tubulin-high responders, % at 10 µM. hit rate 0.83% among 200,000;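 active means plate Z-score above 3 for both tubulin-high and condensed-nucleus cell shares, with cell loss under 80%, at 10 µM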;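 further: anti alpha tubulin signal scored within the nucleus-defined area of each cell; some results filed as inactive read as strong as hits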
# WT yeast gro inh – growth inhibition of WT yeast, mitochondrial fusion screen. mitochondrial fusion phenotypic screen, WT strain. inhibition, % at 10 µM. hit rate 2.1% among 190,000. AID 1362; in the data active means inhibition above about 58%; tested in S. cerevisiae
# Autophagy mod – modulators of autophagy; MEF GFP-LC3 puncta imaging; test concentration mostly 10 µM; calls only at 10 µM (by protocol); hit rate 0.98% among 190,000; AID 463193;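 active means percentage of spot-positive cells more than 3 SD above its plate mean, without a fluorescence outlier flag or 80% toxicity; inconclusive means no clear call, values can overlap the other calls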;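 further: spot-positive cell cutoff set from DMSO-treated cells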
# Yfh1-depleted yeast – mitochondrial function rescue without frataxin homolog – Friedreich's ataxia, plus single-dose screen, dose response (AID 1465) | one-dose fold induction at 50 µM; EC50 in µM for titrated hits | S. cerevisiae Yfh1-off respiration, WST-1 reduction, 72 h; higher fold induction means a stronger effect | hit rate 0.074% among 220,000;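 active means fold induction of absorbance versus untreated yeast above a set limit, then at least 30% activation at any dose in follow-up; inconclusive means repeats straddling the limit, or above it without dose testing; inactive means fold induction below the set limit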;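 further: activators that raise dye reduction in frataxin-depleted yeast; strong numbers were not always called active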
# Dynein transport – blocks dynein driven cargo transport along microtubules; 3617.4 mouse cells, GR-EGFP nuclear translocation imaging; test concentration mostly 20 µM; stimulated with dexamethasone, 1 µM; hits give low values; z-score, hits read low; hit rate 0.47% among 220,000;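 active means plate z-score of nuclear minus cytoplasmic receptor signal below a set negative limit, without overly bright fluorescence or cell loss, cut at about -3.5 in these data, passing the limit was not always enough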;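 further: z-score of nuclear minus cytoplasmic ring GR-EGFP intensity difference per well; some compounds called inactive have numbers as strong as hits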
#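 Buffer or medium: tet-free, stripped-serum medium; Also added: dexamethasone, 1.0 µM final; Technique: high-content fluorescence imaging after fixation; Times: 48 h induction, 1 h compound, 30 min dex at 37 °C; Read-out: per-cell GR-EGFP intensity, nucleus versus surrounding cytoplasmic ring, well-averaged.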
# b-catenin transl – modulators of beta-catenin nuclear translocation; AID 1665; nuclear translocation activity, % at 5 µM; HeLa beta-catenin nuclear translocation, immunofluorescence imaging; hit rate 0.3% among 190,000;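 active means nuclear translocation activity above 50% at 5 µM, with a well cell count of 50 or more; inconclusive means wells under 50 cells across six images, flagged as toxic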;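 further: per-cell ratio of nuclear to cytoplasmic median beta-catenin stain intensity; plate controls were DMSO negative control for no effect and GSK-3 inhibitor IX positive control for full effect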
#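 assay system = human HeLa cells, endogenous beta-catenin | times = compound treatment 24 h, 37°C, 5% CO2 | detection = Anti-beta-catenin immunofluorescence on PFA-fixed, Triton-permeabilized cells, DAPI nuclei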
# WT yeast gro inh mutant strain – second read-out of WT yeast gro inh, no call of its own (marks repeat the call); inhibition, %; mitochondrial fusion phenotypic screen, mutant strain inhibition
# Dynein transport cytoplasmic EGFP – further read-out of Dynein transport, marked with its call; z-score; measured here: cytoplasmic GR-EGFP intensity; hits give high values
# Dynein transport nuclear GR-EGFP – also measured in Dynein transport; calls as there; z-score; measured here: nuclear GR-EGFP intensity;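 lower value marks the stronger effect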
# Dynein transport cell count – also measured in Dynein transport; calls as there; z-score; measured here: cell count per field
# b-catenin transl cell count 5 µM – second read-out of b-catenin transl, no call of its own (marks repeat the call); cell count; measured here: cell count, cytotoxicity flag
# T cell HTS vesicle-bound % – recorded beside T cell HTS, whose call it bears; double positive events, %; measured here: CD8+ vesicle-bound cell fraction;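 binding gate set so that unloaded-vesicle control wells show 10% double positive cells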
# MT stabilizer Hoechst-high % – further read-out of MT stabilizer, marked with its call; % Hoechst-high responders; measured here: nuclear condensation Hoechst responders;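 share of cells brighter than vehicle mean plus two SD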
# MT stabilizer cytotoxicity % – further read-out of MT stabilizer, marked with its call; toxicity, %; measured here: cytotoxicity by cell density;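 0% = mean cell density of plate MIN control wells and 100% = no cells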
# Autophagy mod cell loss 18 h – second read-out of Autophagy mod, no call of its own (marks repeat the call); toxicity, %; measured here: cell loss, nuclei count;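 cell loss after 18 h compound exposure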
# * hit, by the source's call; i = inactive; ? = inconclusive; . = not tested or not shown.
compound,M1AAP inhibition,T cell HTS,T cell HTS vesicle-bound %,P. falciparum M17LAP,MT stabilizer,MT stabilizer Hoechst-high %,MT stabilizer cytotoxicity %,WT yeast gro inh,WT yeast gro inh mutant strain,Autophagy mod,Autophagy mod cell loss 18 h,Yfh1-depleted yeast,Dynein transport,Dynein transport cytoplasmic EGFP,Dynein transport nuclear GR-EGFP,Dynein transport cell count,b-catenin transl,b-catenin transl cell count 5 µM
N#Cc1cc(Oc2ccc3ccccc3c2)c(-n2nnc3ccccc32)cc1C#N,-2%,.,.,10%,3.0,2.1,7.5,9,16,i,-8,i,-0.34,0.019,-0.14,-0.26,.,.
CN1C(C(=O)NCc2ccc(OC(F)(F)F)cc2)CC2Cn3c(nc4cc(Cl)c(Cl)cc43)C21 (stereo unspecified),-3%,i,4,-22%,.,.,.,.,.,.,.,i,1.3,-0.65,0.58,-0.92,1.5,1413
CCOc1ccc(-c2ccc(SCC(=O)N3CCN(c4ccccc4)CC3)nn2)cc1,4%,i,44,15%,5.3,1.6,11,7,9,i,3,i,1.3,-0.16,0.32,-0.84,-1.3,1069
CCN(CCNC(=O)C1CCN(S(=O)(=O)c2c(C)noc2C)CC1)c1ccccc1,-2%,i,16,0%,2.7,1.6,0.6,2,4,i,-34,i,0.71,-0.19,0.48,-1.1,0.5,1139
CCN(CC)S(=O)(=O)c1cccc(NC(=O)CN(C)C2CCCCC2)c1,9%,i,27,-3%,2.1,1.7,4.3,5,-7,i,-11,i,0.15,-0.12,-0.03,-0.65,-2.5,1063
Cc1ccc(C)c(NC(=S)c2nc3ccccc3s2)c1,-2%,i,42,-9%,3.2,1.0,7.9,16,-1,i,3,i,0.87,-0.19,0.55,-0.15,-0.7,1112
CCS(=O)(=O)Nc1cccc(-c2ccc3nnc(C)n3n2)c1,0%,i,17,3%,1.5,1.2,5.0,-1,14,i,-5,i,-0.54,-0.097,-0.57,0.12,-0.3,1099
Cc1cc(SCCC(=O)O)nc2c(C)cccc12,7%,i,25,39%,1.8,1.5,6.9,-29,-2,i,-13,i,0.78,0.035,0.52,0.3,.,.

# (listing goes on)
compound,M1AAP inhibition,T cell HTS,T cell HTS vesicle-bound %,P. falciparum M17LAP,MT stabilizer,MT stabilizer Hoechst-high %,MT stabilizer cytotoxicity %,WT yeast gro inh,WT yeast gro inh mutant strain,Autophagy mod,Autophagy mod cell loss 18 h,Yfh1-depleted yeast,Dynein transport,Dynein transport cytoplasmic EGFP,Dynein transport nuclear GR-EGFP,Dynein transport cell count,b-catenin transl,b-catenin transl cell count 5 µM
COC(=O)C1=C(O)CSC1=Nc1ccc(C)cc1,0%,i,48,-9%,2.3,2.7,1.8,-12,-8,i,15,i,-0.14,-0.17,0.6,-0.77,-0.7,956
CCCc1noc(-c2cccc([N+](=O)[O-])c2)n1,15%,i,56,1%,3.0,2.8,1.9,18,-3,i,7,i,1.2,-0.22,0.55,-0.63,-0.8,1128
O=C(COC(=O)c1cc[n+]([O-])cc1)Nc1ccc(SC(F)F)cc1,4%,i,21,6%,.,.,.,.,.,.,.,i,-0.27,-0.85,-0.47,0.5,0.3,1264
COC(=O)CN1C(=O)C2(OCCCO2)c2ccccc21,-1%,i,14,7%,2.0,1.8,6.1,-1,24,i,-8,i,-0.24,0.46,-0.041,-0.051,1.3,1179
C=C(C)COc1ccc(-c2nc(N)ncc2-c2ccccc2OC)c(O)c1,7%,i,48,0%,.,.,.,.,.,.,.,i,0.24,-0.3,-0.3,-0.095,-3.9,1115
O=c1c2cnn(-c3ccccc3)c2nnn1/N=C/c1cccnc1,13%,i,20,8%,4.1,0.9,0.9,-44,4,i,-9,i,-0.47,-0.17,-0.82,-2,.,.
CCCCc1cc(=O)oc2cc(C)cc(OCC(=O)O)c12,10%,i,15,-41%,2.2,2.5,4.1,9,17,i,19,i,0.43,-0.18,0.79,0.37,0.4,1094
O=C(CCSc1nc(-c2ccco2)cc(C(F)(F)F)n1)NCC1CCCO1 (stereo unspecified),4%,i,47,14%,3.6,3.3,5.3,9,5,i,36,i,0.2,0.0042,0.72,-2.4,-2.9,1162

# Only P. falciparum M17LAP and MT stabilizer (four entries from above):
Molecule | P. falciparum M17LAP | MT stabilizer
O=C(CCSc1nc(-c2ccco2)cc(C(F)(F)F)n1)NCC1CCCO1 (stereo unspecified) | 14% | 3.6
CCCc1noc(-c2cccc([N+](=O)[O-])c2)n1 | 1% | 3.0
COC(=O)CN1C(=O)C2(OCCCO2)c2ccccc21 | 7% | 2.0
O=c1c2cnn(-c3ccccc3)c2nnn1/N=C/c1cccnc1 | 8% | 4.1

# No new results follow: two of the compounds above.
compound,M1AAP inhibition,T cell HTS,T cell HTS vesicle-bound %,P. falciparum M17LAP,MT stabilizer,MT stabilizer Hoechst-high %,MT stabilizer cytotoxicity %,WT yeast gro inh,WT yeast gro inh mutant strain,Autophagy mod,Autophagy mod cell loss 18 h,Yfh1-depleted yeast,Dynein transport,Dynein transport cytoplasmic EGFP,Dynein transport nuclear GR-EGFP,Dynein transport cell count,b-catenin transl,b-catenin transl cell count 5 µM
CCCCc1cc(=O)oc2cc(C)cc(OCC(=O)O)c12,10%,i,15,-41%,2.2,2.5,4.1,9,17,i,19,i,0.43,-0.18,0.79,0.37,0.4,1094
O=C(CCSc1nc(-c2ccco2)cc(C(F)(F)F)n1)NCC1CCCO1 (stereo unspecified),4%,i,47,14%,3.6,3.3,5.3,9,5,i,36,i,0.2,0.0042,0.72,-2.4,-2.9,1162

# (cont.)
# Results follow in this order: M1AAP inhibition | T cell HTS | T cell HTS vesicle-bound % | P. falciparum M17LAP | MT stabilizer | MT stabilizer Hoechst-high % | MT stabilizer cytotoxicity % | WT yeast gro inh | WT yeast gro inh mutant strain | Autophagy mod | Autophagy mod cell loss 18 h | Yfh1-depleted yeast | Dynein transport | Dynein transport cytoplasmic EGFP | Dynein transport nuclear GR-EGFP | Dynein transport cell count | b-catenin transl | b-catenin transl cell count 5 µM
> COc1ccc(C(=O)NC(=S)SCC(=O)O)cc1
→ -1% | i | 47 | 0% | . | . | . | . | . | . | . | i | 0.4 | -0.28 | -0.22 | 0.7 | 0.2 | 1328
> O=C(C1CCN(C2CCN(C/C=C/c3ccccc3)CC2)CC1)N1CCOCC1
→ -2% | i | 49 | -9% | 1.3 | 2.5 | 0.6 | -4 | -3 | i | 38 | i | 0.37 | -0.23 | 0.37 | -0.26 | 2.0 | 1085
> CC(=O)CCCCn1cnc2c1c(=O)n(C)c(=O)n2C
→ -9% | i | 25 | -7% | . | . | . | 4 | -8 | . | . | i | . | . | . | . | 1.1 | 1033
> O=C1c2cccnc2C(Nc2cccc(F)c2)N1Cc1ccco1 (stereo unspecified)
→ 3% | i | 57 | 5% | 7.6 | 0.6 | 3.2 | -13 | 5 | i | 6 | i | -0.48 | -0.27 | -0.46 | 0.2 | -4.2 | 1093
> CNC(=S)Nc1ccc(Br)cc1
→ -4% | i | 36 | -16% | 3.2 | 1.8 | 3.5 | 22 | 13 | i | -3 | i | -0.14 | -0.26 | -0.011 | 0.38 | . | .
> CCCc1nn(-c2cc(Cl)ccc2OC)c2c1C(=O)CCC2
→ 14% | i | 36 | 7% | 7.0 | 2.0 | 1.6 | -4 | 7 | i | 20 | i | 0.74 | -0.37 | 0.7 | 1.4 | . | .
> CNC(=S)Nc1cccc(Cl)c1C
→ -1% | i | 46 | 1% | 3.3 | 2.3 | 7.0 | -10 | 11 | i | 10 | i | 0.4 | -0.35 | 0.39 | 0.07 | 0.9 | 1422
> OCc1nnn(-c2ccccc2)c1CO
→ 3% | i | 46 | 5% | . | . | . | . | . | . | . | i | -1 | 0.36 | -0.44 | 0.37 | -1.4 | 1031
> C=CCn1c(SCc2n[nH]c(=S)n2-c2ccccc2)nnc1-c1ccccc1
→ 4% | i | 32 | -1% | . | . | . | . | . | . | . | i | -0.3 | -0.18 | -0.11 | 0.17 | -0.8 | 1339
> Cc1cc(/C=N/O)c(C)n1-c1ccccc1
→ 8% | i | 57 | 27% | 8.2 | 1.1 | 2.7 | 14 | 6 | i | 18 | i | -0.043 | -0.21 | 0.14 | 0.27 | -0.8 | 1166
> COc1cccc(C2C3=C(N=C4SCC(=O)N42)c2ccccc2CC3)c1OC (stereo unspecified)
→ 10% | i | 6 | 1% | 2.6 | 1.8 | 2.8 | 10 | 4 | i | -2 | i | -1.1 | -0.21 | -1.1 | 0.26 | -0.3 | 1097
> CC(=O)Oc1ccc2c(=O)c(Oc3ccccc3)c(C)oc2c1OC(C)=O
→ 3% | i | 38 | ? | 1.8 | 2.1 | 8.9 | 0 | -11 | i | -5 | i | -0.49 | -0.22 | -0.16 | 0.67 | -2.4 | 575
